SENP8 inh: SENP8 protease inhibitors, primary screen, biochemical, luminescence; Sentrin-specific protease 8 (Homo sapiens), Q96LD8; inhibition, % at 10 µM; purified SENP8, Z-RLRGG-aminoluciferin cleavage; hit rate 1.2% among 330,000
697 NFkB inh: inhibitors of PMA/ionomycin-induced NF-kB reporter, 697 cells, primary screen, B-cell NF-kB inhibitor project, cell-based, luminescence, uHTS. 697 B-cell NF-kB luciferase reporter, 16 h. inhibition, % at 4 µM. hit rate 0.33% among 330,000. AID 435022, 2010; in the data active = inhibition above about 35%
Apaf-1 inh: inhibitors of human Apaf-1 apoptosome, primary screen, biochemical, DEVD-Rh110 fluorescence, uHTS | reconstituted apoptosome caspase-3 activity | Apoptotic protease-activating factor 1 (Homo sapiens), O14727 | hit rate 0.71% among 330,000 | inhibition, % at 20 µM | AID 489030, 2010; active = inhibition of at least 40% at 20 µM;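 note: plate controls were DMSO wells for no effect and DEVD-CHO caspase inhibitor wells for full effect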
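Material: biochemical Apaf-1 apoptosome reconstitution. Medium: Hepes buffer, pH 7.5. Also added: cytochrome c activation, bis-DEVD rhodamine 110 substrate. Timing: 30 min compound preincubation, 50 min activation, room temperature. Measured by: rhodamine 110 fluorescence at Ex 480/Em 540 nm.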
Jurkat NFkB inh: inhibitors of induced NF-kB luciferase reporter, primary screen, TCR NF-kB activation inhibitor project, cell-based, luminescence, uHTS; AID 435003, 2010; Jurkat, PMA/ionomycin-induced NF-kB luciferase reporter; hit rate 0.53% among 330,000; inhibition, % at 4 µM
UBC13 polyUb: UBC13 polyubiquitin chain formation inhibitors, primary screen, biochemical, TR-FRET, uHTS. Ubiquitin-conjugating enzyme E2 N (Homo sapiens), P61088. inhibition, % at 20 µM. hit rate 0.47% among 330,000; in the data active = inhibition above about 45%, passing the limit was not always enough
Target sequence (P61088 whole entry, looked up): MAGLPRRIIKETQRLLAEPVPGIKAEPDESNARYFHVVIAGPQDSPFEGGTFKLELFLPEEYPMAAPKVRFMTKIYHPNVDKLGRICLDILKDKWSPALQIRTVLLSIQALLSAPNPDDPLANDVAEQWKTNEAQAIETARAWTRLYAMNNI
Gli-Sufu block: Gli-Sufu pathway antagonists, primary screen, luciferase luminescence, Sufu-KO-LIGHT cells, uHTS. Sufu-KO-LIGHT fibroblasts, Gli luciferase reporter luminescence. inhibition, % at 5 µM. hit rate 0.74% among 340,000. AID 588413, 2011;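 active = inhibition above about 55%, limit read from the data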;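 note: 0% = DMSO-treated cells and 100% = wells with medium but no cells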
SENP7 block: SENP7 protease inhibitors, primary screen, biochemical, luminescence, uHTS | Sentrin-specific protease 7 (Homo sapiens), Q9BQF6 | recombinant SENP7, Z-RLRGG-aminoluciferin luminescence, 40 min | inhibition, % at 5 µM | hit rate 1.5% among 330,000 | AID 434973, 2010;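 active = inhibition above about 50% at the single test dose, limit read from the data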;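 note: plate controls were DMSO with enzyme for no effect and no enzyme buffer wells for full effect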
HKDC1 inh: HKDC1 hexokinase inhibitors, primary screen, biochemical, fluorescence, uHTS; Q2TB90; recombinant HKDC1, G6PDH/diaphorase resazurin coupled fluorescence; inhibition, % at 20 µM; hit rate 0.16% among 340,000; AID 493160, 2011;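 active = inhibition above about 35% when tested at 20 µM, limit read from the data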;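 note: plate controls were DMSO wells with enzyme for no effect and DMSO wells lacking enzyme for full effect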
Target sequence (Q2TB90 whole entry, looked up): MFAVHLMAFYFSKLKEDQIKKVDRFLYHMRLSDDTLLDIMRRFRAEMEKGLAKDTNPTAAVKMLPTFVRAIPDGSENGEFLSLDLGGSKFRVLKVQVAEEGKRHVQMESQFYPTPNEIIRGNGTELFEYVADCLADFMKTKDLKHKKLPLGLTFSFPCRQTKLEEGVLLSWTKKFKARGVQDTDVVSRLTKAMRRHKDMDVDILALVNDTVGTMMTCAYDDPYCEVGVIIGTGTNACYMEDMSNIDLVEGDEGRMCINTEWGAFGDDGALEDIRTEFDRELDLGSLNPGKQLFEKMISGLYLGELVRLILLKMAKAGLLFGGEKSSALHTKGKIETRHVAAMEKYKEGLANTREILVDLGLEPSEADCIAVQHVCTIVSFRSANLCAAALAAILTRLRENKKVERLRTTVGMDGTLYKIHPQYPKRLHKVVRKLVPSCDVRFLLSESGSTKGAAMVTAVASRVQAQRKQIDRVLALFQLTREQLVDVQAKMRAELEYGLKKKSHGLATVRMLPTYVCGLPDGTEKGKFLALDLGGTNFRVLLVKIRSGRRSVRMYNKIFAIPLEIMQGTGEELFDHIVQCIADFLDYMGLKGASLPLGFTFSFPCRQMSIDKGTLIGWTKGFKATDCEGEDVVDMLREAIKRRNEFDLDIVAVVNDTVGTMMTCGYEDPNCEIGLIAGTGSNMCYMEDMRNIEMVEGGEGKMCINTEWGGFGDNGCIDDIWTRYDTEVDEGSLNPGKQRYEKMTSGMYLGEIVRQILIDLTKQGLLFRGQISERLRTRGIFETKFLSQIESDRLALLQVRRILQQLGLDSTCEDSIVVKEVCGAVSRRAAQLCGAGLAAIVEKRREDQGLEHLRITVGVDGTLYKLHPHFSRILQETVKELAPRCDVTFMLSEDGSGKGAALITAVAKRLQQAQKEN
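Assay system – recombinant HKDC1 (HK5) hexokinase enzyme, produced in-house · Input – HKDC1 at 5 µg/mL · Reagent – glucose plus 1 mM ATP as hexokinase substrates · Timing – 90 min reaction incubation at room temperature, dark · Measured by – G6PDH/diaphorase-coupled fluorescence, 1 mM NADP, 100 µM resazurin, 525/613 nm · Benchmarks – DMSO-enzyme wells negative, buffer-substituted wells positive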
* hit, by the source's call; . = not tested or not shown. Cut-off read from the data, not from the text of the source, unless noted: active = inhibition above about 50%; inactive = the rest.

Below each SMILES – SENP8 inh	697 NFkB inh	Apaf-1 inh	Jurkat NFkB inh	UBC13 polyUb	Gli-Sufu block	SENP7 block	HKDC1 inh
CCCCCc1nnc(NC(=O)CN2C(=O)C3CCCCC3C2=O)s1 (centres undefined)
    5	8	-2	23	8	-23	-4	-2
O=C(CN1C(=O)c2ccccc2C1=O)Nc1nnc(C2CCCO2)s1 (centres undefined)
    2	16	-14	38	9	2	1	-4
O=C(NC1CCN(C(=S)NCc2ccco2)CC1)c1cccc(F)c1
    -1	-6	1	3	8	-1	6	1
O=C(COc1ccc(Cl)cc1)c1ccc(O)cc1O
    36	-40	0	-15	-6	-20	41	2
Cc1ccc(O)c(-c2cc(-c3ccccc3C)[nH]n2)c1
    -11	-6	21	14	26	-8	3	-3
COc1ccc(C(=O)NCCNc2nc3ccc(C)cc3cc2C#N)cc1
    -11	-9	-5	-5	-2	10	8	-4
COc1ccc(NC(=O)Cn2cnc3ccccc3c2=O)cc1OC
    3	16	-14	-13	4	-9	7	-10
CC(C)CC(=O)Nc1nc(-c2ccc(S(=O)(=O)N3CCOCC3)cc2)cs1
    10	-87	16	7	-4	13	0	-6
Cc1ccc(Nc2nc(N)nc(CSc3nnnn3-c3ccccc3)n2)cc1
    1	11	3	7	11	0	2	-2
O=C(CN1CCCCC1)N/N=C/c1ccc(Cl)cc1Cl
    -5	-1	-8	0	-5	7	14	-5
CC1C(=O)N2CCCc3cc(NC(=O)c4ccccc4Br)cc1c32 (centres undefined)
    5	41*	1	17	-1	5	-7	0
CC12CC3CC(C)(C1)CC(C(=O)Nc1nn[nH]n1)(C3)C2
    5	13	0	0	4	2	-1	-11
Cc1ccc(-c2ccc(SCC(=O)N3CCCc4ccccc43)nn2)cc1
    -3	-13	13	-10	11	.	1	.
CCOC(=O)C1(CCCc2ccccc2)CCN(C(=O)CCn2cnnn2)CC1
    -3	-11	12	-2	-16	2	-7	-7
CCC(C)[C@H](NC(=O)NCc1cccnc1)C(=O)OC (some centres undefined)
    4	11	-5	8	4	7	2	-2
Cc1ccc(C)c(NC(=O)CN(C)C(=O)c2ccc(-c3cccc(C(F)(F)F)c3)o2)c1
    -6	7	29	17	3	24	2	-2
O=C(CSc1n[nH]c(-c2cccs2)n1)N1CCOCC1
    10	10	-7	1	-2	-18	2	1
COCCNC(=O)Cn1c(=O)oc2cc(S(=O)(=O)N3CC(C)CC(C)C3)ccc21 (centres undefined)
    -8	-3	-7	-2	-3	-3	9	-5
CCOC(=O)C1=C(COC(=O)CCOc2ccccc2C)NC(=O)NC1C (centres undefined)
    2	7	3	9	-1	32	-1	-5
CCC(=O)Nc1cccc(NC(=S)NC(=O)c2cc3ccccc3o2)c1
    -1	-196	-8	-57	-16	-114	76*	9
Cc1ccc(NC(=O)CNC(=O)c2ccc3c(c2)OCO3)nc1
    -1	5	11	-28	-1	-3	10	-1
COC(=O)/C=C1\SC(N2CCOCC2)=C(c2ccc(OC)cc2)C1=O
    3	-7	0	2	-25	-5	-1	-4
Cc1nn(C(C)C(=O)N2CCCCC2)c(=O)c2c1sc1ccccc12 (centres undefined)
    -5	5	2	12	1	-4	-6	-9
CC(C)OC(=O)c1ccc(OC(=O)c2cccnc2)cc1
    6	5	0	-7	4	-4	0	-8
CCC(=O)Nc1ccc(NC(=S)Nc2ccccc2)cc1
    -3	11	9	-12	10	1	6	-11
Oc1ccc(/C=N/n2c(COc3ccccc3)n[nH]c2=S)c(O)c1
    -10	5	4	-13	-9	-21	-3	14
CCCCN(C(=O)CC1CCCC1)c1c(N)n(CCCC)c(=O)[nH]c1=O
    -5	5	5	1	-11	-1	-13	-5
N#Cc1c(NC(NC(=O)c2ccco2)C(=O)c2ccccc2)sc2c1CCCC2 (centres undefined)
    8	-16	15	-9	-12	1	3	0
COC(=O)c1c(SCc2cccc3ccccc23)nc(=O)[nH]c1C
    -4	17	-2	-7	7	10	-3	2
Cc1sc2nc(CN(Cc3cccs3)C(=O)NC3CCCCC3)[nH]c(=O)c2c1C
    -11	-25	22	-11	1	-3	10	-1
CCN(CC)S(=O)(=O)c1cccc(NC(=O)C2SC(=Nc3ccc(C)cc3C)C(C(=O)NCC3CCCO3)=C2N)c1 (centres undefined)
    5	15	45*	15	-5	-3	4	1
COc1cccc2oc3ccc(C#Cc4ccccn4)cc3c(=O)c12
    94*	-134	22	-138	7	-84	100*	1
COc1ccccc1NS(=O)(=O)c1ccc(C(=O)NCc2ccco2)cc1
    4	2	-2	12	-2	3	5	0
O=C1CC(N2CCN(c3ncccn3)CC2)C(=O)N1CCc1ccccc1 (centres undefined)
    -3	-7	1	-7	-10	4	-2	-12
O=C(c1cccs1)N1CCN(c2cc(Cl)ccc2Cl)CC1
    -6	6	14	5	3	.	-6	2
Cc1ccccc1-n1c(SCC(=O)O)nc2sc3c(c2c1=O)CCCC3
    6	18	-4	-7	2	-6	-2	-4
Cc1ccc(C2c3c(oc4ccccc4c3=O)C(=O)N2c2nncs2)cc1 (centres undefined)
    2	25	7	8	5	-2	-4	-2
O=C(Cn1cc(C(F)(F)F)ccc1=O)N/N=C/c1ccc(F)cc1
    0	7	2	4	-16	.	-8	-1
COc1ccc(C(CNc2ccc(C(F)(F)F)cn2)N(C)C)cc1OC (centres undefined)
    -13	1	7	2	-4	24	1	-1
O=C(O)CCC(=O)N1CCc2cc(S(=O)(=O)NC3CCCC3)ccc21
    -16	21	-2	-10	0	0	-6	-7
COc1ccc(-c2cn3cccnc3n2)cc1F
    -4	-14	2	-24	18	-44	10	-5
Cc1sc2nc(SCc3nc(-c4cccs4)no3)n(-c3ccccc3)c(=O)c2c1C
    4	9	-3	7	-5	-5	-8	5
Cc1ccc(CNC(=O)CC2(CC3=NS(=O)(=O)c4ccccc4N3)CCCC2)cc1
    3	10	14	0	2	3	-2	-5
O=C(CCS(=O)(=O)c1ccc(Br)s1)NCc1ccc2c(c1)OCO2
    -6	2	6	2	-2	0	-10	-4
O=C(Nc1ccccc1)O/N=C1\CCCCC1c1ccc([N+](=O)[O-])cc1[N+](=O)[O-] (centres undefined)
    -13	3	12	12	-4	12	-15	-1
CCOc1cc(Br)ccc1S(=O)(=O)NCc1ccccc1
    -2	-6	12	8	-2	-14	-7	-2
c1ccc2sc(Sc3ncnc4sccc34)nc2c1
    -22	63*	0	98*	26	40	-9	3
COc1cc2c(cc1NC(=O)Nc1ccccc1)oc1ccccc12
    0	16	2	-14	-1	24	4	-2
CCOC(=O)/C=C/C(=O)OCC(=O)Nc1ccc([N+](=O)[O-])cc1
    -3	-7	3	1	-6	4	-8	-2
N#Cc1ccc(OCC(O)CS(=O)(=O)c2ccccc2)cc1 (centres undefined)
    2	11	-6	14	5	-6	6	-6

The final 3 entries of the section above open the next one.
Below each SMILES – SENP8 inh	697 NFkB inh	Apaf-1 inh	Jurkat NFkB inh	UBC13 polyUb	Gli-Sufu block	SENP7 block	HKDC1 inh
COc1cc2c(cc1NC(=O)Nc1ccccc1)oc1ccccc12
    0	16	2	-14	-1	24	4	-2
CCOC(=O)/C=C/C(=O)OCC(=O)Nc1ccc([N+](=O)[O-])cc1
    -3	-7	3	1	-6	4	-8	-2
N#Cc1ccc(OCC(O)CS(=O)(=O)c2ccccc2)cc1 (centres undefined)
    2	11	-6	14	5	-6	6	-6
Cc1ccc(/C=N/NC(=O)CSc2nc3ccccc3n2Cc2ccc(Cl)cc2)o1
    1	2	39	-14	-16	0	8	-1
O=C(C1=C[C@H](c2coc3ccccc3c2=O)C[C@H](OCCCCO)O1)N1CCOCC1
    -9	16	-3	9	4	-5	6	0
CCOC(=O)C1=C(C)OC(N)=C(C#N)C1c1cc(SCC)oc1C (centres undefined)
    -1	-15	-4	-5	2	-5	10	2
O=C(NCc1ccc(OC(F)(F)F)cc1)c1ccc2c(c1)S(=O)(=O)c1ccccc1C2=O
    0	6	1	1	11	-1	-9	1
CN1c2ccccc2Oc2nnc(N3CCN(Cc4ccccc4)CC3)cc21
    13	-24	11	-28	16	12	14	4
c1ccc(-c2nnc(-c3ccncc3)nc2-c2ccccc2)cc1
    -11	-8	-7	-9	-18	3	-3	15
CC(=O)N1[C@H](C)C=C[C@]1(Cc1ccccc1)C(=O)NCCN1CCOCC1
    -8	12	-2	15	-6	-3	0	-5
N=C1c2ccccc2CN1NC(=O)c1cccc(S(=O)(=O)N2CCCCC2)c1
    -8	3	-10	-2	6	0	0	9
CN(c1ccccc1)c1ccc(/C=C(\C#N)c2nnc3n2CCCCC3)cc1[N+](=O)[O-]
    -13	-52	12	-11	-14	1	-9	-1
CNc1snc(C)c1C(=O)OC(C)C(=O)Nc1ccccc1 (centres undefined)
    3	13	-3	9	13	1	-8	-7
CCn1c(C(=O)N2CCC(C(=O)N3CCN(c4ccccn4)CC3)CC2)cc2sccc21
    -5	-11	-6	11	-3	4	-10	-5
C=CCC[C@@H](Cc1ccc(F)cc1)C(=O)OC[C@H]1CCCN1C(=O)[C@@H](CC=C)CC(=O)N[C@H](CO)Cc1ccccc1
    -8	2	40*	-4	21	-6	17	11
O=C(COC(=O)c1ccc2ccccc2c1)NCCCc1ccccc1
    -8	-12	13	-7	-12	5	1	1
Cc1cc(=O)oc2cc(NC(=O)CN3C(=O)NC(C)(c4ccccc4)C3=O)ccc12 (centres undefined)
    -17	13	8	-6	-2	-1	-8	-5
Cc1ccc(NC(=S)N/N=C2\CC3CC=CC23)c(C)c1 (centres undefined)
    -6	4	-1	-4	-10	-12	1	-4
Cn1c(=O)n(C)c2cc(N3CCOCC3)c(NC(=O)c3cccc(Cl)c3)cc21
    -6	-1	1	8	3	31	-6	1
O=C(NCc1ccco1)C12CC3CC(CC(C3)C1)C2
    -6	-80	0	-29	-15	6	-4	2
O=C(C1CCCN(c2ncnc3c2nc2n3CCCCC2)C1)N1CCN(c2ccccc2)CC1 (centres undefined)
    5	-17	11	13	0	23	-1	0
CCOc1ccc(CCNC(=O)CSc2cc(=O)n(C)c3ccc(Cl)cc23)cc1OCC
    11	3	9	6	6	6	-1	-17
OCCN(Cc1ccccc1)Cc1cccc(F)c1
    -7	-2	-10	-7	12	5	7	-9
COC(=O)C1=C(C)N(c2ccc(OC)cc2)C(C)=C(C(=O)OC)C1c1ccccc1
    5	23	3	14	0	15	2	5
COc1ccccc1Nc1nc2ccc(C)cc2cc1C#N
    -10	-12	8	-27	20	-47	5	2
Cc1cccc(/C=N/N(CCO)C2=NS(=O)(=O)c3ccccc32)c1
    -6	-29	4	-13	-11	8	1	2
CC(=O)OC[C@H]1O[C@@H](O/N=C/C[C@@H]2C=C[C@H](OC(C)=O)[C@@H](COC(C)=O)O2)[C@H](OC(C)=O)[C@@H](OC(C)=O)[C@@H]1OC(C)=O
    7	-9	-7	14	2	.	-3	.

Bioassay records as filed in PubChem.
